D1 potentiator – Potentiators of Human D1 Dopamine Receptor: qHTS; D(1A) dopamine receptor (Homo sapiens), P21728; HEK293 TREx D1 cells, calcium flux, dopamine EC20 potentiation; potentiation, % at 10 µM; 0.036% of 360,000 active; in the data active = potentiation above about 30%; also: 0% is about no effect
GRP78 ERSR act – qHTS for Inducers of the Endoplasmic Reticulum Stress Response (ERSR) in Human Glioma: qHTS; Potency, µM, inactives show at the highest dose activation, most hits filed as activators; U87-MG GRP78 promoter luciferase reporter, 16 h; 0.02% of 420,000 active; also: potency is read from the fitted curve at half-maximal effect; series mostly up to about 76 µM; % of control where 0% means no effect; nearly all actives have a fitted effect of over 35% in size
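Stably transfected U87-MG glioma cells carrying a GRP78-based luciferase sensor; 16 h compound incubation. Luminescence end-point read 10 min after Bright-Glo addition at room temperature.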
Vif-A3F inh – qHTS for Inhibitors of Vif-A3F Interactions: qHTS; 0.2% of 390,000 active; AID 602313, 2012; Potency, µM (highest dose often 46.1 µM), without a hit: top-dose activity, negative = active; HeLa A3F-eYFP + Vif (tagged APOBEC3F with the HIV-1 protein that degrades it), YFP fluorescence increase; also: potency is read from the fitted curve at half-maximal effect; % of control where 0% means no effect; nearly all actives have a fitted effect of over 65% in size
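HeLa cells stably expressing A3F-eYFP plus Vif, plated and incubated overnight at 37 deg C, then exposed to compounds overnight at 37 deg C. Blocked degradation read as raised yellow fluorescence (Ex 488/Em 500-530).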
D1 antag – Antagonist of Human D 1 Dopamine Receptor: qHTS; 3.2% of 360,000 active; D(1A) dopamine receptor (Homo sapiens), P21728; HEK293 TREx D1 cells, calcium flux, dopamine EC80; hits give low values; activity change, negative = inhibition, % at 10 µM; in the data active = activity change below about -30%; also: % is scaled to controls: 0 for no effect and ±100 for the full control effect
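HEK293 T-REx cells expressing inducible, force-coupled D1 receptor; no-wash Ca dye, 30–90 min RT. Cmpd → 180 s read at 1 Hz → EC80 DA → 180 s read.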
LDHA block – qHTS assay for inhibitors of human lactate dehydrogenase. L-lactate dehydrogenase A chain (Homo sapiens), P00338. purified LDHA, NADH/diaphorase-resazurin fluorescence; hits give low values. activity change, % (values are at about 110 or 230 µM). 0.15% of 480,000 active. AID 1347041, 2019; in the data active = activity change below about -30%; inconclusive = mostly about -25% to -30%;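 also: plate controls were DMSO wells for no effect and wells without enzyme for full effect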
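Human LDH5 at 2 nM final in Tris HCl pH 7.4 with 0.06 mM NADH and 0.2 mM pyruvate, reacted 5 minutes at room temperature. Remaining NADH coupled via diaphorase/resazurin; resorufin fluorescence read at 0 and 20 minutes, normalized to enzyme-free and DMSO wells.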
RXFP1 ag – qHTS Assay for Agonists of the Relaxin Receptor RXFP1; Relaxin receptor 1 (Homo sapiens), Q9HBX9; HEK293T-RXFP1 cAMP TR-FRET, 30 min; response scale: percent of porcine relaxin response, buffer zero; Potency, µM (titrated, usually from 57.5 µM), without a hit: at the highest dose activation, usual class: activators; 0.3% of 370,000 active; AID 2676, 2010; also: potency is read from the fitted curve at half-maximal effect; % is scaled to controls: 0 for no effect and ±100 for the full control effect; nearly all actives have a fitted effect of over 60% in size; many of its hits are not listed in these tables
Target sequence (Q9HBX9 whole entry, looked up): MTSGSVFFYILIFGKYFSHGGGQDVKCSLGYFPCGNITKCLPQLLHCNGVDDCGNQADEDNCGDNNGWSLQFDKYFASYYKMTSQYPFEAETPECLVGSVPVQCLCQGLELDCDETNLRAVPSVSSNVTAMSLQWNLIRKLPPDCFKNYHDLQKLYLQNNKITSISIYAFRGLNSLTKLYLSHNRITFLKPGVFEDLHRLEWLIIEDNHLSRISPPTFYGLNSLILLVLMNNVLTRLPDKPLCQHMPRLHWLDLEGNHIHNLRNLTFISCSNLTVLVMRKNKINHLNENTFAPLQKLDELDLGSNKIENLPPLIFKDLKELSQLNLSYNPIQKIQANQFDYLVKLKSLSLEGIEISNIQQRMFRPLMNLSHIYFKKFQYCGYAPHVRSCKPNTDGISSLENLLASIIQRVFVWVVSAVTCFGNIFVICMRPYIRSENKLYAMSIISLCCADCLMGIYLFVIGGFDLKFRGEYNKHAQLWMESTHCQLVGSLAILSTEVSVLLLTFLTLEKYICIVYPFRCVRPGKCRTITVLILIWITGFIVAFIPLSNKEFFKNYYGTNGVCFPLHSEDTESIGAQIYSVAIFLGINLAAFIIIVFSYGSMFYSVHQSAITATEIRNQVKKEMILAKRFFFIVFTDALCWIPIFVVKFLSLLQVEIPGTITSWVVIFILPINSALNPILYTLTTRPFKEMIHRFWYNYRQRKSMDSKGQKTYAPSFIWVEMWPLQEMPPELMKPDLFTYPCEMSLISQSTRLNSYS
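HEK293T cells stably expressing RXFP1 were pretreated with the PDE4 inhibitor Ro 20174, exposed to compounds for 30 min at 37C, lysed, and cAMP was read by TR-FRET. Data normalized to buffer (basal) and 29 nM porcine relaxin (100%).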
D2 potentiator – HTS Assay for Positive Allosteric Modulators of the Human D2 Dopamine Receptor: Primary Screen for Potentiators | HEK293 T-REx D2, calcium flux, EC20 dopamine potentiation | 0.34% of 340,000 active | D(2) dopamine receptor (Homo sapiens), P14416 | potentiation, % at 10 µM | AID 485347, 2010;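 active = potentiation over 3 SD above the plate norm, cut at about 30% in these data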; also: 0% is about no effect
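Potentiation of an EC20 dopamine calcium response is measured in a force-coupled, tetracycline-inducible Hek293 Trex D2 line. Compound-only kinetic reads over 180 s flag agonists before dopamine addition.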
D1 agonist – Allosteric Agonists of the Human D1 Dopamine Receptor: qHTS | activation, % at 2 µM | HEK293 T-REx D1 cells, calcium flux, agonist mode | D(1A) dopamine receptor (Homo sapiens), P21728 | 1% of 360,000 active; in the data active = activation above about 30%; also: 0% is about no effect
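Inducible HEK293 T-REx D1 cells, force-coupled to calcium signalling, were plated at 4000 cells/well with tetracycline and held overnight at 30 C. After no-wash calcium dye loading, compound-evoked calcium rise over 180 s flagged agonists.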
Vif-APOBEC3G blk – qHTS for Inhibitors of Vif-A3G Interactions: qHTS; DNA dC->dU-editing enzyme APOBEC-3G (Homo sapiens), Q9HC16; HeLa A3G-eYFP + Vif (tagged APOBEC3G with the HIV-1 protein that degrades it), YFP fluorescence, overnight; Potency, µM (series often up to 46.1 µM), inactives show at the highest dose activity, negative = active, usual class: inhibitors; 0.076% of 410,000 active; AID 602310, 2012;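 also: potency is read from the fitted curve at half-maximal effect; % is scaled to controls: 0 for no effect and ±100 for the full control effect; nearly all actives have a fitted effect of over 60% in size; hits raise eYFP signal because A3G escapes Vif-driven loss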
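HeLa cells stably expressing Vif and C-terminally eYFP-tagged A3G, seeded overnight at 37 deg C, then exposed to compound by pintool overnight at 37 deg C. Rise in yellow fluorescence (Ex 488/Em 500-530, Acumen) marks blocked Vif-driven A3G degradation.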
An asterisk follows results filed as active; ? = inconclusive; · = no result given; & = joins results of further samples. Unless noted, calls follow the shape of the dose curve; as a rule, active = well fitted curve in the direction sought with a large enough effect; inconclusive = small, poorly fitted or top-dose-only effect, or another doubt; inactive = no such curve, though single readings can be large; an effect the other way counts as inactive or inconclusive. Only part of the results is shown; count on the stated rates, not on these rows.

# | mol | D1 potentiator | GRP78 ERSR act | Vif-A3F inh | D1 antag | LDHA block
1 | COc1ccc(-c2cc(C(F)F)n3ncc(C(=O)N4CCc5ccccc5C4)c3n2)cc1 | -2 | -3% | -6% | 8 | 2
2 | O=C(CN1CCC(c2nc3ccccc3s2)CC1)NCc1ccccc1 | -1 | 5% | 0% | -7 | -2
3 | COc1ccc(NC(=O)NC(C)c2ccc3c(c2)OCO3)cc1OC (centres undefined) | 6 | -2% | 4% | -7 | -5
4 | CCCCN(C)C(=O)Cn1nc(-c2ccc(Cl)cc2)ccc1=O | -3 | -3% | 12% | 0 | -2
5 | N#C/C(=N\Nc1ccc(Cl)cc1)C(=N)N1CCCCCC1 | 1 | 1% | -1% | 3 | -5
6 | COc1c2ccoc2c(OC[C@@H](OC(C)=O)C(C)(C)O)c2oc(=O)ccc12 | 0 | -2% | 2% | 46 | 1
7 | O=S(=O)(NCc1cccnc1)c1cccs1 | -3 | -2% | -5% | -12 | -2
8 | NS(=O)(=O)c1ccc(NC(=O)COC(=O)C2CC(=O)N(Cc3ccccc3)C2)cc1 (centres undefined) | -3 | -2% | 3% | 7 | 7

# | RXFP1 ag | D2 potentiator | D1 agonist | Vif-APOBEC3G blk
1 | 0.4% | 4 | 0 | -2%
2 | 0.5% | -2 | 2 | 1%
3 | -1.3% | 2 | 2 | 5%
4 | 4.8% | 13 | 3 | 2%
5 | 1.2% | -14 | -3 | -2%
6 | -0.1% | 14 | 6 | 1%
7 | 1.5% | -4 | 2 | 0%
8 | 0.2% | -2 | 2 | 9%

Next results:
# | mol | D1 potentiator | GRP78 ERSR act | Vif-A3F inh | D1 antag | LDHA block
9 | c1ccc(Sc2cnc3ccccc3n2)cc1 | -3 | -1% | -6% | 11 | 6
10 | CCOC(=O)C1(CCOc2ccccc2)CCN(Cc2ccccc2O)CC1 | · | -1% | 11% | · | 0
11 | O=C(CCN1CCOCC1)Nc1ccc(F)cc1 | -2 | -5% | 4% | -5 | 1
12 | CCOc1ccc(NC(=O)CSc2oc(-c3cccs3)nc2S(=O)(=O)c2ccc(Cl)cc2)cc1 | -1 | -4% | -29% | -18 | -4
13 | S=c1nc(C23CC4CC(CC(C4)C2)C3)nc2sccn12 | -2 | · | · | 12 | ·
14 | O=c1c2c(O)cc(O)cc2oc2ccc(O)c(O[C@@H]3O[C@H](CO)[C@@H](O)[C@H](O)[C@H]3O[C@H]3O[C@H](CO)[C@@H](O)[C@H](O)[C@H]3O)c12 | 8 | -2% | 6% | 7 | 1
15 | CCn1c(SCC(N)=O)nnc1-c1cc2c(C)nn(-c3ccccc3)c2s1 | -1 | 0% | -17% | -8 | -2
16 | C[C@]12CC[C@@H]3c4ccc(O)cc4CC[C@H]3[C@@H]1C[C@@H](O)[C@@H]2O[C@@H]1O[C@H](C(=O)O)[C@@H](O)[C@H](O)[C@H]1O | 2 | 0% | 1% | -6 | 2

# | RXFP1 ag | D2 potentiator | D1 agonist | Vif-APOBEC3G blk
9 | 12% | -2 | 3 | 3%
10 | · | · | · | 5%
11 | -0.2% | 5 | 5 | 0%
12 | 0.7% | 21 | 5 | -3%
13 | -1.2% | -7 | 0 | ·
14 | 2.0% | 7 | 5 | -2%
15 | 1.4% | -6 | 1 | -4%
16 | 3.2% | 7 | 1 | 0%

The listing continues:
# | mol | D1 potentiator | GRP78 ERSR act | Vif-A3F inh | D1 antag | LDHA block
17 | Cc1c(Cl)ccc2sc(N3CCN(C(=O)C(C)C)CC3)nc12 | 2 | 1% | 0% | · | 2
18 | C=CCn1c(SCC(=O)N2CCN(c3ccc(F)cc3)CC2)nnc1-c1ccco1 | 3 | 0% | 2% | -2 | 0
19 | c1ccc(C2=Nc3cccnc3C(c3ccccc3)=NN2)cc1 | -5 | 2% | 0% | 10 | -2
20 | CCCC(=O)Nc1nnc(C2CCCO2)s1 (centres undefined) | 0 | -2% | 5% | 8 | -7
21 | O=C(Nc1ccc(N2CCCC2)c(Cl)c1)c1ccc([N+](=O)[O-])cc1 | -3 | -4% | 2% | -12 | -7
22 | O=C(CSCc1cccc(Cl)c1)Nc1ccccc1-c1ccccc1 | 0 | -3% | 0% | 5 | 1
23 | COc1ccc(NC(=O)CNS(=O)(=O)c2cccs2)cc1 | -6 | 0% | -2% | 6 | -3
24 | CNC(=O)CSc1nnc(-c2ccc3c(c2)OCO3)n1C | 5 | -1% | 2% | -9 | -13

# | RXFP1 ag | D2 potentiator | D1 agonist | Vif-APOBEC3G blk
17 | 1.7% | -2 | 10 | 0%
18 | 1.0% | 5 | 0 | 5%
19 | -3.2% | -3 | -3 | 3%
20 | 1.0% | 5 | 3 | 3%
21 | 0.4% | -17 | 8 | -6%
22 | 1.1% | 8 | 13 | -7%
23 | 0.4% | -3 | 0 | 0%
24 | 0.7% | -2 | -1 | 0%

Next records:
# | mol | D1 potentiator | GRP78 ERSR act | Vif-A3F inh | D1 antag | LDHA block
25 | O=C(CN1C(=O)NC2(CCCCC2)C1=O)N1CCN(S(=O)(=O)/C=C/c2ccccc2)CC1 | 0 | -3% | -1% | -3 | -13
26 | CCC1=C(OC(=O)N(CC)CC)N2C(=O)OC(=NCCOC)[C@]2(Cc2ccccc2)[C@H]2C1=CC[C@H]1C(=O)N(CC(=O)OC)C(=O)[C@H]12 | 1 | -2% | 1% | 9 | 2
27 | COc1ccc(-c2sc3ccc(OC)cc3c2C#CCCO)cc1 | 1 | 3% | -6% | 0 | 5
28 | O=C(COc1cccc(C(F)(F)F)c1)NNC(=O)c1ccc(=O)[nH]c1 | · | -5% | 1% | · | -3
29 | COc1ccc(NS(=O)(=O)c2cccc(C(=O)NNC(=O)c3cccn3C)c2)cc1 | -5 | -2% | 2% | -17 | -2
30 | Cc1nn(C)cc1S(=O)(=O)Nc1cccc(Cl)c1 | -5 | -3% | -2% | 1 | -2
31 | COc1cc(OC)c(NC(=O)CSC2=Nc3ccccc3N=C(c3ccc(F)cc3)C2)cc1Cl | -1 | -2% | -29% | 1 | -2
32 | COc1ccc(C(=O)OCc2cc(=O)oc3cc(C)ccc23)cc1S(=O)(=O)N1CCOCC1 | · | 3% | -4% | · | -10

# | RXFP1 ag | D2 potentiator | D1 agonist | Vif-APOBEC3G blk
25 | -0.6% | -3 | 1 | 2%
26 | 2.9% | 8 | -1 | 2%
27 | 1.4% | 2 | -1 | -1%
28 | · | · | · | 1%
29 | 0.6% | · | 3 | -1%
30 | 4.2% | 4 | -3 | -2%
31 | 1.9% | -1 | 2 | -2%
32 | · | · | · | 1%

Going on with the list:
# | mol | D1 potentiator | GRP78 ERSR act | Vif-A3F inh | D1 antag | LDHA block
33 | Clc1ccc(C2=Nn3c(nnc3-c3n[nH]c4c3CCC4)SC2)cc1Cl | 1 | -3% | -10% | 29 | -17
34 | Cc1ccc2nc(-c3ccncc3)c(Nc3ccccc3)n2c1 | 5 | 0% | -5% | -4 | 1&-8
35 | Cc1ccc(/C=N/NC(=O)Cn2ccc(C(F)(F)F)n2)o1 | 3 | 0% | -6% | 6 | 9
36 | Cc1noc(C)c1C(=O)N1CCN(c2ccccc2O)CC1 | · | -4% | 0% | 1 | 1
37 | Cc1cc(S(=O)(=O)Nc2cccc(C(=O)O)c2)c(C)c(S(=O)(=O)c2ccc(Cl)cc2)c1 | -3 | -3% | 11% | 5 | -5
38 | COc1ccc(C(NC(N)=O)c2ccccc2)cc1 (centres undefined) | 2 | -3% | -5% | 25 | -4
39 | Cc1ccc(NC2=C(CC(=O)O)C(c3ccccc3)N(c3ccc(C)cc3)C2=O)cc1 (centres undefined) | 4 | 3% | 3% | -7 | -2
40 | CC(=O)N/N=C/c1cc([N+](=O)[O-])ccc1OCCOc1ccccc1 | 1 | 3% | 3% | -25 | -7
41 | C=CCN1C(=Nc2cccnc2)SCC1(O)c1ccc(C)cc1 (centres undefined) | -14 | · | · | -56* | ·
42 | O=C(NCc1nnc(SCC(=O)N2CCOCC2)o1)c1c(F)cccc1Cl | -5 | -2% | 1% | 1 | -7
43 | CN(C)C(CNC(=S)Nc1ccc(F)cc1)c1cccnc1 (centres undefined) | -3 | 5% | 4% | -13 | -12

# | RXFP1 ag | D2 potentiator | D1 agonist | Vif-APOBEC3G blk
33 | 3.4% | 5 | 1 | ?
34 | 4.2% | -9 | 1 | -23%
35 | -1.8% | 4 | 1 | -5%
36 | 0.4% | -1 | 6 | 2%
37 | 0.4% | -3 | 5 | 0%
38 | -1.0% | 1 | 2 | 2%
39 | -2.2% | 8 | 1 | -16%
40 | 0.8% | 12 | -1 | -9%
41 | 4.7% | -11 | 19 | ·
42 | 1.8% | 18 | 1 | -1%
43 | -0.1% | -5 | 1 | 2%
